Assay outcomes deposited in PubChem by several laboratories.
K1F lysis inhibition – inhibition of K1F phage lysis, E. coli UTI89, bacterial capsule biogenesis inhibitors, alamar blue (AID 488966); E. coli UTI89 K1F phage lysis, alamar blue, 2 h; higher % means a stronger effect; one-dose inhibition, % at 100 µM; IC50 in µM for titrated hits; hit rate 0.02% among 340,000;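 active means phage lysis inhibition, versus mean bacterial control, above a set limit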;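 further: capsule biogenesis inhibitors block K1F phage lysis so surviving cells raise fluorescence; higher fluorescence means more inhibition of phage lysis; actives were called in the ten point dose series up to 300 µM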
NTR1 ag – NTR1-driven beta-arrestin-GFP spot formation – imaging, U2OS cells, high content, primary screen (AID 493036) | agonist mode | P30989 | hit rate 0.17% among 330,000 | activation, % at 20 µM;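 active means activation at or above 40% of the spot to cytoplasm intensity ratio, with at least 20 cells analyzed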;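 further: 0% = DMSO without peptide and 100% = 100 nM NTR1 peptide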
Target sequence (P30989 whole entry, looked up): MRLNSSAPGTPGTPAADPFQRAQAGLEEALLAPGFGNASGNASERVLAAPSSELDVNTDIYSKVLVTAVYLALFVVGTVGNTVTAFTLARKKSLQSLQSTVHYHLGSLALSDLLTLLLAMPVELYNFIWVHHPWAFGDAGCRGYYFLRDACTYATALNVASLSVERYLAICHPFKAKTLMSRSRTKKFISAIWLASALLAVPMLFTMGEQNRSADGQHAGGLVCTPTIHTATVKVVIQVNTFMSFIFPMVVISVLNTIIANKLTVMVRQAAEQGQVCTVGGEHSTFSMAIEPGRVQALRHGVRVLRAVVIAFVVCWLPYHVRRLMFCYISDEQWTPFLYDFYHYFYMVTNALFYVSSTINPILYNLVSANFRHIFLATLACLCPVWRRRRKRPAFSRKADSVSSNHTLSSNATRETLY
Rac1 GTP hydrolysis – MgcRacGAP GTPase-activating activity inhibitors, confirmation, biochemical, ADP Hunter fluorescence | MgcRacGAP-stimulated Rac1 GTP hydrolysis, ADP Hunter fluorescence; higher % means a stronger effect; GST-tagged Rac1 F28L mutant substrate | inhibition, % at 30 µM; hits with a dose series show IC50 in µM | hit rate 0.6% among 340,000 | AID 624330;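 active means first-screen hits whose inhibition reached a set limit at any dose in the follow-up dose series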;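 further: fluorescence reports GDP produced by GAP-driven GTP hydrolysis; strong numbers were not always called active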
NTR1 ag cell count 20 µM – also measured in NTR1 ag; calls as there; cell count; measured here: cell count, cytotoxicity flag
* = called active by the depositor; [ ] = another dose, or the depositor's remark. Only part of the results is shown; rates above refer to the full screens.

SMILES | K1F lysis inhibition | NTR1 ag | NTR1 ag cell count 20 µM | Rac1 GTP hydrolysis
O=C(NCc1cccnc1)[C@@H]1CC=C[C@@H]2CCN(Cc3ccccc3)C(=O)[C@@H]21 | 0.3% | -5.9 | 94 | 3%
O=C(c1cc(=O)[nH]c2ccccc12)N1CC=C(c2ccccc2)CC1 | 1.2%[50 µM] | 0.4 | 51 | 2%
COc1ccc(CNC(=O)CN(C)S(=O)(=O)c2ccc3c(c2)OCCO3)cc1OC | 0.5%[50 µM] | -2.1 | 55 | 1%
CCN(C(=O)CSc1nc2ccccc2n1C)C1CCS(=O)(=O)C1 (stereo not given) | 0.1%[50 µM] | -1.2 | 56 | 7%
COc1cc(NCc2ccccc2)c2ncn(C(C)C)c2c1 | 3.5% | 4.3 | 62 | 18%
CSCCC(NC(=O)c1cc(S(=O)(=O)N2CCOCC2)ccc1F)c1nc2ccccc2[nH]1 (stereo not given) | 0.7%[50 µM] | 2.7 | 61 | 10%
COc1ccc(NC(=O)Cc2cccs2)cc1S(=O)(=O)N1CCCCC1 | 4.3% | 0.3 | 66 | -12%
CCc1ccc(C(=O)NNC(=O)CN2C(=O)NC(CC)(c3ccccc3)C2=O)cc1 (stereo not given) | 0.7%[50 µM] | 1.1 | 57 | 8%
CC1(C(=O)N/N=C/c2c(F)c(F)c(F)c(F)c2F)CC1(Cl)Cl (stereo not given) | 0.1% | 24 | 47 | 9%
COc1ccc(NC(=O)CN(C)C(=O)c2ccc(NS(=O)(=O)c3ccc(F)cc3)cc2)cc1 | 0.4%[50 µM] | 0.2 | 87 | 5%
O=C(C1CCN(S(=O)(=O)c2ccc(F)cc2)CC1)N1CCCC(C(F)(F)F)C1 (stereo not given) | 0.9%[50 µM] | 0.6 | 50 | 6%
CC1CCCC(NC(=O)COC(=O)c2ccc(Br)o2)C1C (stereo not given) | 0.4%[50 µM] | 5.4 | 64 | 3%
O=C(c1cccc(S(=O)(=O)NCc2ccccc2)c1)N1CCCC(C(F)(F)F)C1 (stereo not given) | 0.3%[50 µM] | 1.0 | 60 | 2%
O=C(CSc1ccc2c(c1)OCCO2)N1CCN(c2ccccc2)CC1 | 0.4%[50 µM] | 0.0 | 93 | 5%
O=C(NCC(=O)N1CCN(c2ncccn2)CC1)c1ccccc1F | 0.5%[50 µM] | -0.2 | 72 | 7%
COc1ccc(S(=O)(=O)N2CCOCC2)cc1NC(=O)CSc1ccc(F)cc1 | 0.7%[50 µM] | -2.0 | 55 | 9%
CC(Sc1nnc(-c2ccccc2F)n1C)C(=O)NC1CCCCC1 (stereo not given) | 0.3%[50 µM] | -1.5 | 59 | 6%
CCc1cccc(C)c1NC(=O)COC(=O)CC1CCCC1 | 1.0%[50 µM] | -0.2 | 62 | 3%
O=C1CCC[C@H]2c3[nH]c4ccccc4c3CCN12 | 0.0% | 21 | 79 | 4%
Cc1ccc(OCC(=O)Nc2ccc([N+](=O)[O-])cn2)cc1C | 0.6% | 0.8 | 45 | 10%
CCOc1ccc(S(=O)(=O)N2CCN(C(=O)C3CSC4(C)CCC(=O)N34)CC2)cc1 (stereo not given) | 0.5%[50 µM] | 0.6 | 49 | 0%
CCOc1ccc(CCNC(=O)COc2cccc(-n3cnnn3)c2)cc1OCC | 0.4%[50 µM] | -1.5 | 34 | 4%
COc1ccc(CN(C)C(=O)c2ccc(NS(=O)(=O)c3ccc4[nH]c(=O)[nH]c4c3)cc2)c(OC)c1OC | 0.4% | -0.3 | 48 | 4%
CCN(CC)C(=O)[C@H]1C[C@H](CC(=O)NCCN2CCOCC2)C(=O)N2CCc3c([nH]c4cc(CCC(=O)N(C)C)ccc34)[C@]12C | 0.0% | 0.9 | 56 | 9%
COc1ccc(NC(=O)c2cc(-c3ccco3)nc3ccccc23)cn1 | -0.1%[50 µM] | -0.8 | 46 | 9%
O=C1CCc2cc(S(=O)(=O)Nc3ccccc3)cc3c2N1CC3 | 0.1%[50 µM] | 0.6 | 50 | -2%
Cc1ccc(Cl)c(NC(=O)CSc2n[nH]c(=O)n2C2CC2)c1Cl | 0.9%[50 µM] | -0.4 | 92 | 5%
COc1ccc(-c2csc(NC(CO)c3nc4ccccc4n3CCCO)n2)cc1 (stereo not given) | 0.7% | 1.3 | 113 | 10%
C=CCCN([C@H](CO)Cc1ccccc1)S(=O)(=O)c1ccccc1Br | -0.2% | 1.4 | 72 | 3%
CC(Oc1ccc(F)cc1)C(=O)Nc1cc(S(=O)(=O)N2CCCCC2)ccc1N1CCOCC1 (stereo not given) | 0.3%[50 µM] | 0.2 | 55 | 2%
O=C(COC(=O)c1n[nH]c2ccccc12)NC1CCCCC1 | 1.5% | 1.7 | 45 | 1%
CCCN(Cc1ccc(C)cc1)C(=O)c1ccc(CNS(=O)(=O)c2ccc(C(C)=O)cc2)cc1 | -0.5%[50 µM] | 3.2 | 65 | 0%
COc1ccc(-c2nc3c(s2)CCc2onc(-c4ccc(Br)cc4)c2-3)cc1 | 2.8% | 0.5 | 66 | 12%
Cc1ccc(OCCC(=O)OCC(=O)N2CCN(S(=O)(=O)c3ccc(Cl)cc3)CC2)cc1 | 0.8%[50 µM] | 3.4 | 50 | 3%
CC[C@]12c3[nH]c4ccc(OC)cc4c3CCN1C(=O)C(CC(=O)NCc1cccc(C(F)(F)F)c1)C[C@@H]2C(=O)N1CCN(C(=O)c2ccco2)CC1 (stereo not given in full) | 0.1% | 4.3 | 56 | 12%
CC(=O)N/C(=C/C(C)C)c1ccccc1 | -0.8% | -1.1 | 42 | 6%
CCCCN(C(=O)c1cccc(-n2cccc2)c1)c1c(N)n(CCC)c(=O)[nH]c1=O | 0.1%[50 µM] | -0.4 | 72 | 9%
CCC1(CC)NC(=O)N(CC(=O)OCC(=O)Nc2ncc(Cl)cc2Cl)C1=O | 0.1%[50 µM] | -0.5 | 67 | 4%
Nc1nc(SCC(=O)Nc2cc(Cl)c(Cl)cc2Cl)n[nH]1 | -2.6% | -1.4 | 51 | 0%
CCC(C(=O)OCC(=O)N1CCN(S(=O)(=O)c2ccc(C)cc2C)CC1)c1ccccc1 (stereo not given) | 0.0%[50 µM] | 3.1 | 55 | 1%
Cc1onc(-c2ccccc2)c1C(=O)N(CC(C)C)c1c(N)n(CC(C)C)c(=O)[nH]c1=O | -0.2% | 1.6 | 54 | 4%
CC(=O)N1CCN(C(=O)c2cc(C)oc2C)CC1 | 1.0%[50 µM] | -2.2 | 62 | 2%
CC1CCN(C(=O)Cn2cc([N+](=O)[O-])ccc2=O)c2ccccc2S1 (stereo not given) | -1.1% | 3.7 | 54 | 2%
CC1Cc2ccccc2N1C(=O)C(C)n1cc(C(F)(F)F)cc(Cl)c1=O (stereo not given) | 0.1%[50 µM] | 0.2 | 76 | -1%
O=C(O)C1=C[C@H](C2CC2)C[C@H](OCc2ccc(CO)cc2)O1 | 0.5% | -0.9 | 65 | 8%
Cc1ccc(C)c(NC(=O)CN(C)C(=O)c2cccc(S(=O)(=O)N3CCCC3)c2)c1 | 0.8%[50 µM] | -0.8 | 73 | 5%
COc1ccc(NC(=O)CC2SC(N3CCCC3)=NC2=O)cc1Cl (stereo not given) | 0.9%[50 µM] | -0.5 | 59 | 8%
O=C(CNC(=O)c1ccco1)Nc1ccc(N2CCCCCC2)cc1 | 0.9%[50 µM] | 0.2 | 76 | 30%
O=C1C=C(c2ccc3c(c2)OCO3)C[C@@H](c2ccc3c(c2)OCO3)C1 | 0.7% | 1.1 | 57 | 8%
CC(=O)Nc1ccc(S(=O)(=O)NCCC(=O)OCC(=O)NNC(=O)c2ccccc2)cc1 | 0.3%[50 µM] | 0.8 | 66 | 8%
O=C(NC[C@@H]1CCCO1)c1cccc2c1C(=O)c1ccc(Cl)cc1S2(=O)=O | 0.8% | -0.4 | 64 | 3%
COc1ccc(S(=O)(=O)N2CCCCC2)cc1NC(=O)COC(=O)c1ccco1 | -0.2%[50 µM] | 0.8 | 49 | 2%
O=C(COC(=O)/C=C/c1ccc([N+](=O)[O-])cc1)NCc1cccs1 | 1.3%[50 µM] | -3.1 | 54 | 3%
CN=c1nc(-c2ccccc2)n(-c2ccccc2)s1 | -13% | 2.3 | 55 | 6%
CCC(Oc1ccccc1)C(=O)N(C)CC(=O)N(CC(C)C)c1c(N)n(CC(C)C)c(=O)[nH]c1=O (stereo not given) | 0.0%[50 µM] | -1.3 | 49 | -4%
COc1cc(CCCN[C@H](CN)Cc2ccccc2)cc(OC)c1OC | 0.9% | -1.4 | 57 | 8%
Cc1ccc(S(=O)(=O)N2CC(C(=O)O)=CC[C@H]2c2ccc3c(c2)OCO3)cc1 | 0.0% | -0.5 | 99 | 2%
CC(C(=O)Nc1cc(C(F)(F)F)ccc1N1CCOCC1)N1C(=O)C2CCCCC2C1=O (stereo not given) | 0.6%[50 µM] | -1.7 | 60 | 2%
CCCC(=O)Nc1sc(-c2ccccc2)c(-c2ccccc2)c1C(=O)O | -0.9% | 1.8 | 49 | 1%
CCCCn1c(N)c(N(CCOC)C(=O)CN(C)S(=O)(=O)c2ccc(F)cc2)c(=O)[nH]c1=O | 1.5%[50 µM] | -0.7 | 79 | 8%

Rewritten with two lines to a compound: 10 of the compounds above.
Second line of a record – K1F lysis inhibition	NTR1 ag	NTR1 ag cell count 20 µM	Rac1 GTP hydrolysis
> CC(=O)Nc1ccc(S(=O)(=O)NCCC(=O)OCC(=O)NNC(=O)c2ccccc2)cc1
→ 0.3%[50 µM]	0.8	66	8%
> O=C(NC[C@@H]1CCCO1)c1cccc2c1C(=O)c1ccc(Cl)cc1S2(=O)=O
→ 0.8%	-0.4	64	3%
> COc1ccc(S(=O)(=O)N2CCCCC2)cc1NC(=O)COC(=O)c1ccco1
→ -0.2%[50 µM]	0.8	49	2%
> O=C(COC(=O)/C=C/c1ccc([N+](=O)[O-])cc1)NCc1cccs1
→ 1.3%[50 µM]	-3.1	54	3%
> CN=c1nc(-c2ccccc2)n(-c2ccccc2)s1
→ -13%	2.3	55	6%
> CCC(Oc1ccccc1)C(=O)N(C)CC(=O)N(CC(C)C)c1c(N)n(CC(C)C)c(=O)[nH]c1=O (stereo not given)
→ 0.0%[50 µM]	-1.3	49	-4%
> COc1cc(CCCN[C@H](CN)Cc2ccccc2)cc(OC)c1OC
→ 0.9%	-1.4	57	8%
> Cc1ccc(S(=O)(=O)N2CC(C(=O)O)=CC[C@H]2c2ccc3c(c2)OCO3)cc1
→ 0.0%	-0.5	99	2%
> CC(C(=O)Nc1cc(C(F)(F)F)ccc1N1CCOCC1)N1C(=O)C2CCCCC2C1=O (stereo not given)
→ 0.6%[50 µM]	-1.7	60	2%
> CCCC(=O)Nc1sc(-c2ccccc2)c(-c2ccccc2)c1C(=O)O
→ -0.9%	1.8	49	1%

Further records:
SMILES | K1F lysis inhibition | NTR1 ag | NTR1 ag cell count 20 µM | Rac1 GTP hydrolysis
O=C(c1ccc(NS(=O)(=O)c2ccc(F)cc2)cc1)N1CCCCC1 | 3.7%[50 µM] | 0.0 | 58 | 3%
O=C(NCCCN1CCOCC1)c1cc(-c2ccco2)nc2ccccc12 | 0.8%[50 µM] | -0.5 | 101 | 6%
N#Cc1ccc(NC(=O)COC(=O)c2ccc(F)c(S(=O)(=O)N3CCOCC3)c2)cc1 | -0.2%[50 µM] | 1.0 | 66 | -2%
Cn1cnnc1SCC(=O)Nc1ncc([N+](=O)[O-])s1 | -4.2% | -0.5 | 52 | 16%
COc1ccc(S(=O)(=O)Nc2ccccc2N2CCOCC2)cc1OC | 1.0%[50 µM] | -1.4 | 58 | 3%
O=C(COC(=O)c1ccc(Br)o1)Nc1ccc(F)cc1[N+](=O)[O-] | 0.4%[50 µM] | 2.9 | 72 | 4%
COCCCNC(=O)Cn1ccc(NC(=O)OCc2ccccc2)nc1=O | 1.0% | -1.0 | 67 | 4%
COc1ccc(N2CC(NS(=O)(=O)c3ccc(F)cc3)CC2=O)cc1 (stereo not given) | 0.7%[50 µM] | -0.7 | 61 | 4%
CC(NC(=O)c1ccco1)C12CC3CC(CC(C3)C1)C2 (stereo not given) | 0.4%[50 µM] | -1.0 | 53 | 2%
C[C@H](CO)N1C[C@H](C)[C@@H](CN(C)C)Oc2c(NC(=O)Cc3ccccc3)cccc2C1=O | 0.3% | 1.6 | 56 | 7%
COc1ccc([C@H](OC)[C@@]2(Cc3ccc(O)cc3)N=C(N)N(C)C2=O)cc1 | 0.7% | 0.6 | 71 | 9%
Cc1ccnc(NC(=O)c2cc(-c3ccc(Cl)s3)nc3ccccc23)c1 | -0.3%[50 µM] | 6.2 | 63 | 4%
CCOc1ccc(CCNC(=O)COC(=O)c2nn(C)c(=O)c3ccccc23)cc1OCC | -1.5% | 1.1 | 47 | 3%
COc1ccc(NC(=O)CSCC(=O)NCc2ccco2)cc1 | 0.6%[50 µM] | 0.9 | 81 | 2%
CC(OC(=O)CN1C(=O)c2ccccc2C1=O)C(=O)NC1(C#N)CCCCC1 (stereo not given) | 7.8% | -1.0 | 84 | 5%
CN(C(=O)c1ccc(NC(=O)Cc2ccc(NC(=O)C3CCCN(C(=O)C4CCCCC4)C3)cc2)cc1)C1CC1 (stereo not given) | -0.2% | 1.9 | 50 | 3%
